From PubChem
TSHR antag: antagonists of human thyroid stimulating hormone receptor; TSHR-expressing cells, TSH-stimulated cAMP HTRF, 2 h; active compounds read low; activity change, negative = inhibition, % at 11.5 µM; 330,000 tested, 0.2% active;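 active = activity change below a set negative limit, meaning inhibition stronger than a set level, cut at about -70% in these data; inconclusive = activity change between two set negative limits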; also: % is scaled to controls: 0 for no effect and ±100 for the full control effect
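Cell-based HTRF cAMP assay; TSHR cells + compound, TSH EC80 (4nM final), 2 h, 37 deg C. Lysis with anti-cAMP cryptate and cAMP-d2, 30 min RT, read 665/620 nm.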
Mito fusion yeast: inhibitors of mitochondrial division or activators of mitochondrial fusion | S. cerevisiae fusion-defective mutant growth rescue, CellTiterGlo 48 h | Potency, µM (doses to about 46.1 µM), inactives show at the highest dose growth rescue (activation), most hits filed as activators | 320,000 tested, 0.23% active | AID 485298;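 also: potency is read from the fitted curve at half-maximal effect; % of control where 0% means no effect; nearly all actives have a fitted effect of over 45% in size; temperature-sensitive fusion mutants such as fzo1-1 at 37 °C on non-fermentable ethanol glycerol medium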
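Read-out: ATP-based luminescence (CellTiterGlo, 10 min ambient) reporting growth of fusion-defective ts yeast after 48 hours at 37C on glycerol/ethanol YPEG medium in the presence of compound.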
Menin MLL FP TR: menin-MLL binding inhibition, Texas Red mutant peptide; Potency, µM (series often up to 61.6 µM), inactives show at the highest dose FP activity change, negative = inhibition, usual class: inhibitors; 270,000 tested, 0.23% active; AID 1768; Menin + Texas Red MLL mutant peptide, fluorescence polarization; O00255; active = well fitted inhibition curve with a large enough effect in the polarisation, with a control signal flat, not every such curve was filed as active; inconclusive = small, poorly fitted or top-dose-only effect, or effect the other way, or a change in a side signal; inactive = no such curve, though single readings can be large or run the other way; the % refers to the polarisation; also: potency is read from the fitted curve at half-maximal effect; % of control where 0% means no effect; many of its hits are not listed in these tables
A-T KAP1 phos: potential ataxia-telangiectasia treatment. Potency, µM (doses to about 57.5 µM), inactives show at the top dose activation, actives largely listed as activators. 320,000 tested, 0.19% active. […] A-T fibroblasts, KAP-1 phosphorylation AlphaLISA; neocarzinostatin DNA damage 30 min before lysis. AID 485349; also: potency is read from the fitted curve at half-maximal effect; % of control where 0% means no effect; nearly all actives have a fitted effect of over 45% in size
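ATM-like activity read as KAP-1 phosphorylation via AlphaLISA donor/acceptor antibody pairs after lysis and 6 hr at 25C. Cells were ATM-null patient fibroblasts ([…], hTERT), dosed 60 min, then exposed to the DSB inducer NCS for 30 min.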
ASM inhibitor: inhibitors of human secretory acid sphingomyelinase | 340,000 tested, 0.006% active | placental ASM, HMU-PC fluorogenic substrate, 60 min | Potency, µM (doses to about 57.5 µM), without a hit: top-dose activity change, negative = inhibition, actives largely listed as inhibitors; also: potency is read from the fitted curve at half-maximal effect
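qHTS format. ASM enzyme prepared from human placenta hydrolyses the fluorogenic substrate HMU-PC0 (9 uM final) over 60 min at 37 °C after a 10 min compound preincubation.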
MBNL1 CUG block: inhibitors of human MBNL1 binding to CUG repeat RNA; AID 2675; TR-FRET MBNL1-His/biotin-(CUG)12 binding, 665/545 ratio; Potency, µM (titrated, usually from 57.5 µM), for the others: at the highest dose activity change, negative = inhibition, usual class: inhibitors; Q9NR56; 280,000 tested, 0.036% active; active = well fitted inhibition curve with a large enough effect in the signal ratio, with a control signal flat, not every such curve was filed as active; inconclusive = small, poorly fitted or top-dose-only effect, or effect the other way, or a change in a side signal; inactive = no such curve, though single readings can be large or run the other way; the % refers to the signal ratio; also: potency is read from the fitted curve at half-maximal effect; % is scaled to controls: 0 for no effect and ±100 for the full control effect
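Compound titration spanned 92 nM–58 uM against the MBNL1-His/biotin-(CUG)12 complex. After 60 min at room temperature with 5 nM streptavidin-XL665 and 0.055 ng/ul terbium anti-His, ratiometric 665/545 nm emission (Ex 340 nm) normalized to controls.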
TSG101-PTAP inh: blocks PTAP/TSG101 interaction to inhibit HIV-1 budding. Fluorescence polarization, FITC-PTAP peptide / Tsg101 binding. 340,000 tested, under 10 active. Potency, µM (titrated, usually from 115 µM), inactives show at the highest dose activity change, negative = inhibition, actives largely listed as inhibitors. AID 493005. Q99816; active = well fitted inhibition curve with a large enough effect in the main read-out, with a control signal flat, not every such curve was filed as active; inconclusive = small, poorly fitted or top-dose-only effect, or effect the other way, or a change in a side signal; inactive = no such curve, though single readings can be large or run the other way; also: potency is read from the fitted curve at half-maximal effect; % of control where 0% means no effect
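FP read-out: FITC-PTAP peptide, 50 nM final, binding Tsg101 binding domain, 10 uM final; 20 min, r.t.; 10 mM HEPES pH 7.5, 0.15 M NaCl, 0.01% Tween 20, 3 mM EDTA, 0.1 mM TCEP.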
CXXC DNA block: inhibitors of human MLL CXXC domain-DNA interaction | Potency, µM (top dose mostly 115 µM), for the others: at the highest dose activity change, negative = inhibition, most hits filed as inhibitors | Q03164 | MLL-CXXC / FITC-HOXA9 DNA fluorescence polarization | 290,000 tested, 0.037% active; active = well fitted inhibition curve with a large enough effect in the polarisation, with a control signal flat, not every such curve was filed as active; inconclusive = small, poorly fitted or top-dose-only effect, or effect the other way, or a change in a side signal; inactive = no such curve, though single readings can be large or run the other way; the % refers to the polarisation; also: potency is read from the fitted curve at half-maximal effect
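Steps: dispense CXXC domain solution (7 uM) → pin compounds or unlabeled HOX-A9 DNA control → 5 min ambient → add FLSN-HOX-A9 solution (50 nM) → spin → 30 min ambient → fluorescence polarization. Tris pH 7.5/NaCl/DTT/BSA buffer.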
TCR act: activates T cell receptor signaling; Potency, µM (doses to about 9.22 µM), inactives show top-dose activation of IL-2 secretion, actives largely listed as activators; AID 504894; primary human leukocytes, anti-CD3, IL-2 HTRF, 48 h; 330,000 tested, under 10 active; also: % of control where 0% means no effect
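IL-2 produced over 48 hr by a-CD3 bead-stimulated primary human leukocytes exposed to compounds was detected with a homogeneous time-resolved FRET immunoassay, 665nm acceptor signal after 320nm excitation.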
a7 integrin act: activates integrin-mediated alleviation for muscular dystrophy | Potency, µM (doses to about 38.3 µM), inactives show at the top dose activation, hits mostly activators | 350,000 tested, 0.064% active | alpha7betagal myoblasts, beta-gal FDG fluorescence, 48 h;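 also: potency is read from the fitted curve at half-maximal effect; 100% = response of the positive control SU9516; nearly all actives have a fitted effect of over 60% in size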
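Alpha7betagal+/- myoblasts (passage 13) were plated 16-24 hr, then exposed to compounds (1:260 dilution of DMSO stock) for 48 hours at 37C. After MPER lysis, β-galactosidase reporter activity was read as FDG fluorescence (ex 480/em 540) after 30 minutes.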
* hit, by the source's call; ? = inconclusive; . = no result given; [ ] = remark or other dose. Unless noted, calls follow the shape of the dose curve; as a rule, active = well fitted curve in the direction sought with a large enough effect; inconclusive = small, poorly fitted or top-dose-only effect, or another doubt; inactive = no such curve, though single readings can be large; an effect the other way counts as inactive or inconclusive. An excerpt; the hit share may differ from the screen's.

SMILES | TSHR antag | Mito fusion yeast | Menin MLL FP TR | A-T KAP1 phos | ASM inhibitor | MBNL1 CUG block | TSG101-PTAP inh | CXXC DNA block | TCR act | a7 integrin act
CCn1c(/C=C/c2ccccc2[N+](=O)[O-])nc2ccccc2c1=O | -8 | -4% | 21% | 0% | -5% | . | -8% | 16% | 4% | 17%
O=C(CN1CCN(S(=O)(=O)N2CCOCC2)CC1)Nc1cc(Cl)ccc1Cl | -5 | 9% | . | 19% | -3% | -5% | -1% | -16% | 2% | -24%
CN1CCN(C(=S)Nc2cccc(Cl)c2)CC1 | 11 | 12% | 4% | -4% | 6% | -19% | 0% | ? | 3%[46.1 µM] | -5%
CCOC(=O)c1c(NC(=O)Cn2nc(C(=O)O)c3ccccc3c2=O)sc2c1CCC(C)C2 (configuration not stated) | 3 | 2% | . | -32% | -7% | -1% | 1% | -2% | -1% | -1%
CC(=O)Nc1ccc(-c2csc(Nc3ccccn3)n2)cc1 | -1 | -1% | . | -3% | -9% | 23% | -2% | -4% | 3% | -25%
Cc1ccc(NC(=O)COC(=O)c2ccc3c(c2)NC(=O)C2CCCN32)cc1 (configuration not stated) | -6 | 0% | ? | -1% | -1% | 20% | 0% | 4% | -1% | 3%
Cc1nnc2ccc(-c3cccc(NS(=O)(=O)c4ccccc4[N+](=O)[O-])c3)nn12 | -5 | 0% | . | -8% | -4% | . | 0% | . | 8% | -11%
CS(=O)(=O)Nc1cccc2[nH]ncc12 | -8 | 0% | -23% | -1% | 1% | 1% | -4% | 15% | -1% | 18%
Cc1cccc(C)c1NC(=O)N1CCC(N2CCCCC2)CC1 | 5 | 1% | . | 0% | 2% | 4% | -1% | -3% | 4% | 6%
Cc1ccc2oc(-c3cccc(NC(=O)Cn4cnc5c(=O)n(C)c(=O)n(C)c54)c3)nc2c1 | -8 | -4% | 6% | -2% | . | -2% | . | 2% | . | .
COc1ccc(NC(=O)CCS(=O)(=O)c2ccccc2)c(OC)c1 | -7 | -5% | 0% | -2% | -2% | 8% | -16% | -8% | 5%[46.1 µM] | 18%
CC(=O)c1ccc(N(C(=O)Cn2nnc3ccccc32)C(C(=O)NC2CCCCC2)c2cn(C)nc2C)cc1 (configuration not stated) | 16 | -7% | -16% | . | 9% | -18% | -2% | 6% | -3% | 27%
COc1ccc(NC(=O)OCC(C)C)cc1OC | -3 | 0% | -11% | -4% | 4% | 4% | 0% | -1% | -4% | 22%
Cc1cc(C(=O)N2CCCC(C(=O)c3cc(F)ccc3F)C2)c(C)o1 (configuration not stated) | 7 | 3% | 2% | 0% | 3% | -2% | -3% | 24% | 0% | -12%
CCn1c(SCC(=O)Nc2ccc(OC)c(OC)c2)nnc1-c1c[nH]c2ccccc12 | 9 | -4% | 18% | -4% | -2% | -4% | -5% | 21% | -6% | -5%
CC1(NC(=O)NCCCCCCNC(=O)NC2(C)CCS(=O)(=O)C2)CCS(=O)(=O)C1 (configuration not stated) | -4 | 0% | . | 1% | -13% | 2% | -2% | -1% | 2% | 5%
NS(=O)(=O)c1ccc(-c2ccc(C=O)o2)cc1 | -8 | 1% | 1% | -2% | 3% | ? | 0% | 6% | -3% | -8%
CCc1ccc(NC(=S)N(CCN2CCOCC2)Cc2ccccc2F)cc1 | -2 | 1% | 1% | 3% | 3% | 2% | 0% | 9% | 3% | 11%
COc1cccc(NC(=O)CNC(=O)c2ccc(F)cc2)c1 | -4 | -4% | -14% | -5% | 1% | -7% | 0% | -1% | -12% | -5%
COc1ccc(-c2csc(Nc3cccnc3)n2)cc1OC | -2 | -4% | ? | 6% | 3% | 0% | -3% | 5% | . | 7%
CC(=O)c1ccc(N(CC(=O)NC2CCCCC2)C(=O)CNC(=O)c2cccs2)cc1 | -7 | -2% | -2% | -4% | 1% | -2% | 2% | -3% | -2% | ?
COc1ccc(Cn2cccc(NC(=O)Nc3cccc(C#N)c3)c2=O)cc1 | -4 | -1% | 30% | 3% | 2% | 7% | -4% | -3% | 3% | -16%
C/C(=N\NC(=O)CSCc1ccc([N+](=O)[O-])cc1)c1cccc(Br)c1 | -14 | -3% | 6% | 10% | -6% | 16% | -1% | -2% | 3%[46.1 µM] | 6%
O=C1CNC(=O)/C1=C\N1CCCCC1 | 0 | 0% | -7% | 2% | -1% | -6% | -4% | -1% | -3% | 14%
CC(C)(O)CN(CCCNC(=S)Nc1ccccc1)C(=S)Nc1ccccc1 | . | . | . | . | 4% | . | 0% | . | 5% | -3%
CCc1ccc(NC(=S)N(CCCN2CCOCC2)Cc2ccccn2)cc1 | 39 | -7% | -12% | 5% | 1% | -20% | 0% | ? | -2%[46.1 µM] | -20%
CC(=O)N1c2ccc(S(=O)(=O)NCC3CCC(C(=O)NC4CCCCC4C)CC3)cc2CC1C (configuration not stated) | -1 | 3% | ? | -5% | -1% | -10% | -7% | -4% | 3% | -17%
Nc1ccc(CSc2ccc(Cl)cc2)cc1 | -13 | 0% | ? | 8% | 2% | . | 0% | 11% | 1% | ?
S=c1[nH]nc(-c2cccc(Br)c2)o1 | 9 | 12% | 6% | -3% | 5% | 230%[activator] | -10% | 8% | -4% | 2%
O=C(COC(=O)COc1ccccc1)NCc1ccco1 | -9 | -1% | . | 0% | 1% | . | -3% | . | 1% | -21%
Cc1ccc2c(NC(=O)c3ccco3)cccc2n1 | 0 | -1% | -4% | -4% | 2% | 14% | 1% | -5% | 2% | 5%
COc1ccc(NC(=O)c2ccc(OC)c(S(=O)(=O)N3CCCCC3C)c2)cn1 (configuration not stated) | -33 | -3% | . | -13% | -1% | . | -15% | . | 1% | -18%
COc1ccccc1CNC(=O)CCCNC(=O)c1ccc(Cl)cc1 | 1 | 10% | 17% | -6% | 0% | -1% | -1% | 3% | -7% | -11%
COc1ccc(NC(=S)/N=C(\N)Nc2nc(C)c3ccc(C)cc3n2)cc1 | 6 | -9% | -22% | -3% | -15% | -8% | -2% | 1% | -9% | 38%
Cc1cc(N2CCOCC2)ccc1/C=C1\NC(=O)N(CC(=O)Nc2ccc(F)cc2)C1=O | -10 | -1% | ? | -1% | 29% | 14% | -1% | 21% | 1% | 20%
Cc1ccc(C(C)C)c(OCCn2c(=O)oc3ccccc32)c1 | -25 | 8% | -15% | 5% | -22% | -14% | -1% | -3% | -12% | -42%
CCC1Sc2ccccc2N(CC(=O)NCCC(C)C)C1=O (configuration not stated) | -21 | 4% | -1% | 3% | 0% | 1% | -3% | 6% | . | -24%
Cc1occc1-c1nnc(SCC(=O)N2CCN(c3ccccc3)CC2)n1C | 2 | 4% | ? | -7% | -1% | -8% | -2% | -2% | 3% | 4%
CCOc1ccc(NC(=O)C(=O)NCc2ccncc2)cc1 | 8 | -7% | 0% | -3%[11.5 µM] | 1% | -4% | 1% | -9% | -3% | 27%
COC(=O)CC[C@@H](C(=O)O)N1C(=O)c2ccccc2C1=O | 0 | 0% | 1% | 4% | 1% | -5% | -2% | 7% | -1% | 29%
COc1ccc(C)cc1NC(=O)CN(c1ccccc1)S(C)(=O)=O | 8 | -2% | 3% | -7% | 1% | -1% | -9% | 0% | -2% | 7%
O=C(COC(=O)c1cnccn1)c1ccccc1 | -5 | 0% | -1% | . | 2% | -1% | -3% | -1% | 1% | -9%
O=C(C1=C(O)C(=O)N(Cc2ccccc2)C1c1ccncc1)c1ccco1 (configuration not stated) | 4 | -2% | 9% | -5% | -4% | 5% | -3% | 5% | 5% | -12%
COc1ccc(CN2C(=O)C(C)Nc3ncnc(N4CCN(c5ccccn5)CC4)c32)cc1 (configuration not stated) | -16 | . | . | 2% | 3% | . | -1% | . | 3% | -47%[inhibitor]
CC1=C(C(=O)Nc2ccccc2)C(c2ccc(C)cc2)N=C(Nc2nc3ccccc3o2)N1 (configuration not stated) | 3 | 2% | -23% | 4% | -1% | -1% | -4% | 8% | . | -60%[inhibitor]
